Bioassay records: PubChem BioAssay, National Center for Advancing Translational Sciences (NCATS)
Giardia kill: Small Molecules that selectively kill Giardia lamblia: qHTS | activity change, % at 7.66 µM, hits read low | Giardia lamblia trophozoite viability | 340,000 tested, 0.15% active; in the data active = activity change below about -80%; inconclusive = between about -30% and that limit;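 note: parasites exposed to compound for two days anaerobically before the ATP read; % is set by controls: 0 for no effect and ±100 for the full control effect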
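Giardia trophozoites, 100 cells per well, were exposed to compounds for 48 hrs at 37 deg C under anaerobic conditions; viability was then read as ATP content by bioluminescence after 15-30 min at room temperature.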
hERG WT inh: qHTS for Inhibitors of KCHN2 3.1: Wildtype qHTS; activity change, % at 1.84 µM; 340,000 tested, 0.37% active; U2OS, BacMam KCNH2, thallium flux FluxOr; active compounds read low;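 active = maximum activity change below -70%; inconclusive = maximum activity change between -70% and -50%; inactive = maximum activity change above -50%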; note: % is set by controls: 0 for no effect and ±100 for the full control effect
Target sequence (Q12809 whole entry, looked up): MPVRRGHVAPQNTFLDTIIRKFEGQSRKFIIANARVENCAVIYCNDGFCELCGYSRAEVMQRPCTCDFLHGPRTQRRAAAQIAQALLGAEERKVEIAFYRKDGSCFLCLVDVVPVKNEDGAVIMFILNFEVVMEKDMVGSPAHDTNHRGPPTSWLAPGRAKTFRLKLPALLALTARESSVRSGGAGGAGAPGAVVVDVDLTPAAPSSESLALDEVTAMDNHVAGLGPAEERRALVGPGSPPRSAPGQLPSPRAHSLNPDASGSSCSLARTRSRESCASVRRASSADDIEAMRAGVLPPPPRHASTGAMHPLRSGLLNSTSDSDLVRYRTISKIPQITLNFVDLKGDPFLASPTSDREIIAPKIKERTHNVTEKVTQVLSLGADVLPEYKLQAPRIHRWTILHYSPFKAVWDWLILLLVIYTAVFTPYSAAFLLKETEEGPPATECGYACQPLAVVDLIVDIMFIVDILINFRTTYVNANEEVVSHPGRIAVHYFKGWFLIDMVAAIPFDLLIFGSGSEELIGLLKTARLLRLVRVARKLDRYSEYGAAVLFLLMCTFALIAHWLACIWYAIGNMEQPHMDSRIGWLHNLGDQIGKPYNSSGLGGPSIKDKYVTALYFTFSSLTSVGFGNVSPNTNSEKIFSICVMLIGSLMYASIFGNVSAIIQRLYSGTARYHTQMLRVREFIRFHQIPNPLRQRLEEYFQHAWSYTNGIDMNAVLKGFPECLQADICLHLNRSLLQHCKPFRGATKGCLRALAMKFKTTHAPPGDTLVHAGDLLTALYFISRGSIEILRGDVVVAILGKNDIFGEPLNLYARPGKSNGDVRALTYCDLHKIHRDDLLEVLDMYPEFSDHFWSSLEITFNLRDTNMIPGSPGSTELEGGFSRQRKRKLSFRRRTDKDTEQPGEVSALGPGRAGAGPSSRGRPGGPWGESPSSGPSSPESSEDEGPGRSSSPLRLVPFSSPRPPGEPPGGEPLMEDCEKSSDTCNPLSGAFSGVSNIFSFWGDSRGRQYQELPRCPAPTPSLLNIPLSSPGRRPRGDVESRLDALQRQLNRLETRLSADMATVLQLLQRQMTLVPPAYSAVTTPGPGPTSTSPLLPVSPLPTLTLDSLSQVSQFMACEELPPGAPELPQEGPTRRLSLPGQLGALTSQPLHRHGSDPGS
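U2OS cells transduced with wild-type KCNH2 virus are loaded with FluxOr dye for 45 min, and thallium flux is measured in kinetic reads before and after stimulation buffer. Rate constants are normalized to DMSO controls.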
B2AR arrestin: qHTS assay of beta-arrestin-biased ligands of beta2-adrenergic receptor. AID 492947, 2010. Beta-2 adrenergic receptor (Homo sapiens), P07550. 330,000 tested, 0.02% active. beta-arrestin recruitment to beta2AR, cell-based reporter. Potency, µM (top dose mostly 46.1 µM), for the others: at the highest dose activation, actives largely listed as activators;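 note: potency is the fitted concentration of half-maximal effect; 0% = DMSO controls and full agonism = EC100 isoproterenol or metaproterenol; nearly all actives have a fitted effect of over 65% in size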
USP2a block: qHTS Assay for Inhibitors of Ubiquitin-specific Protease USP2a Using CHOP2 as the Reporter; Ubiquitin carboxyl-terminal hydrolase 2 (Homo sapiens), O75604; USP2 core, Ub-CHOP2 coupled fluorogenic reporter, 485/531; Potency, µM (highest dose often 38.3 µM), for the others: at the highest dose activity change, negative = inhibition, usual class: inhibitors; 330,000 tested, 0.01% active; AID 463254, 2010;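 note: potency is the fitted concentration of half-maximal effect; plate controls were DMSO wells for no effect and full inhibition by NEM control for full effect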
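Deubiquitinase activity read as fluorescence (485/531 nm) after Ub-CHOP2 cleavage activates the enterokinase reporter on its substrate; USP2 core 10nM, Ub-CHOP2 and substrate 25nM each, 30min compound preincubation then 60min RT; data normalized to NEM, curves fitted.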
PKM2 activator: qHTS Assay for Activators of Human Muscle isoform 2 Pyruvate Kinase; Pyruvate kinase PKM (Homo sapiens), P14618; purified PKM2, Kinase-Glo ATP luminescence, activation; response scale: 0% is enzyme alone, no compound; Potency, µM (series often up to 57.5 µM), for the others: at the top dose activation, usual class: activators; 260,000 tested, 0.34% active; note: potency is the fitted concentration of half-maximal effect; % is set by controls: 0 for no effect and ±100 for the full control effect; nearly all actives have a fitted effect of over 55% in size
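ATP formation by purified human PK-M2, quantified via coupled luciferase luminescence after 1 h at room temperature with 0.1 mM ADP and 0.5 mM PEP final.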
KCNH2 3.1 inh: qHTS for Inhibitors of KCHN2 3.1: Mutant qHTS; Potassium voltage-gated channel subfamily H member 2, brain isoform KCNH2 3.1 (human); U2OS KCNH2 3.1, thallium flux FluxOr; active compounds read low; activity change, % (tested at about 1.8 µM); 340,000 tested, 0.95% active;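 active = maximum activity change below -70%; inconclusive = maximum activity change from -70% to -50%; inactive = maximum activity change above -50%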;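 note: thallium influx rate constant from kinetic fluorescence after stimulation buffer; % is set by controls: 0 for no effect and ±100 for the full control effect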
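Kinetic fluorescence (2 min after stimulation buffer) measures Tl+ influx through KCNH2 3.1 expressed by viral transduction in U2OS cells; the rate constant is normalized against DMSO controls serving as positive and negative references.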
GALK inh: qHTS Assay for Inhibitors of Human Galactokinase (GALK); Purified GALK, Kinase-Glo residual ATP luminescence; AID 1868, 2009; P51570; Potency, µM (series often up to 57.5 µM), inactives show at the top dose activity change, negative = inhibition, usual class: inhibitors; 270,000 tested, 0.007% active; note: potency is the fitted concentration of half-maximal effect; % is set by controls: 0 for no effect and ±100 for the full control effect
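Quantitative HTS: GALK 5 nM, ATP 35 uM, galactose 100 uM, 1 h room temperature, then luciferase-based ATP detection.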
TRPV1 agonist: HTS Assay for Compounds that Act as Agonists of the Vanilloid Receptor 1 | activation, % at 8.33 µM | Transient receptor potential cation channel subfamily V member 1 (Homo sapiens), Q8NER1 | 320,000 tested, 0.19% active | TRPV1-expressing cells, Fluo-8 calcium influx, agonist mode | AID 540275, 2011; in the data active = activation above about 80%; inconclusive = between about 30% and that limit; note: 0% is about no effect
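TRPV1-expressing cells were cultured overnight at 35.5C and loaded with Fluo-8 calcium dye for 40 to 90 min at room temperature. After a 10 s baseline, compound was added and calcium influx was read kinetically for 3 min (ex 480/em 520 nm).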
FBPA coupling cs: qHTS Assay for Inhibitors of Fructose-1,6-bisphosphate Aldolase from Giardia Lamblia: Coupling assay counterscreen | activity change, negative = inhibition, % at 58.2 µM, hits read low | coupling enzyme system counterscreen, AmpLite Red fluorescence | 290,000 tested, 0.67% active; in the data active = activity change below about -30%; note: % is set by controls: 0 for no effect and ±100 for the full control effect
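Counterscreen lacking aldolase: glyceraldehyde-3-phosphate coupling-enzyme reagent preincubated 10 min at RT with compound (at 57.5 uM final), then substrate/coupling system with AmpLite Red added; fluorescence read at 525/598 nm after 20 min RT.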
MLL CXXC-DNA inh: qHTS Fluorescence Polarization Assay for Inhibitors of MLL CXXC domain - DNA interaction. MLL-CXXC / FITC-HOXA9 DNA fluorescence polarization. Potency, µM (doses to about 115 µM), without a hit: at the top dose activity change, negative = inhibition, actives largely listed as inhibitors. Histone-lysine N-methyltransferase 2A (Homo sapiens), Q03164. 290,000 tested, 0.037% active; active = well fitted inhibition curve with a large enough effect in the polarisation, with a control signal flat, not every such curve was filed as active; inconclusive = small, poorly fitted or top-dose-only effect, or effect the other way, or a change in a side signal; inactive = no such curve, though single readings can be large or run the other way; the % refers to the polarisation; note: potency is the fitted concentration of half-maximal effect
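Fluorescence polarization: 7 uM MLL-CXXC (stock) preincubated 5 min with compounds, then 50 nM fluorescein-HOX-A9 DNA (stock) added; 30 min ambient. Buffer 50 mM Tris-HCl pH 7.5, 50 mM NaCl, 1 mM DTT, 0.05% BSA.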
Menin MLL FP TR: qHTS Assay for Inhibitors Targeting the Menin-MLL Interaction in MLL Related Leukemias: Competition With Texas Red Labeled MLL-derived Mutant Peptide; O00255; Menin + Texas Red MLL mutant peptide, fluorescence polarization; Potency, µM (highest dose often 61.6 µM), for inactives: top-dose FP activity change, negative = inhibition, most hits filed as inhibitors; 270,000 tested, 0.23% active; AID 1768, 2009; active = well fitted inhibition curve with a large enough effect in the polarisation, with a control signal flat, not every such curve was filed as active; inconclusive = small, poorly fitted or top-dose-only effect, or effect the other way, or a change in a side signal; inactive = no such curve, though single readings can be large or run the other way; the % refers to the polarisation; note: potency is the fitted concentration of half-maximal effect; % of control where 0% means no effect; many of its hits are not listed in these tables
An asterisk follows results filed as active; ? = inconclusive; / = no result given; [ ] = remark or other dose. Unless noted, calls come from the whole dose curve; as a rule, active = well fitted curve in the direction sought with a large enough effect; inconclusive = small, poorly fitted or top-dose-only effect, or another doubt; inactive = no such curve, though single readings can be large; an effect the other way counts as inactive or inconclusive. A portion of the library; the hit share may differ from the screen's.

SMILES	Giardia kill	hERG WT inh	B2AR arrestin	USP2a block	PKM2 activator	KCNH2 3.1 inh	GALK inh	TRPV1 agonist	FBPA coupling cs	MLL CXXC-DNA inh	Menin MLL FP TR
Cc1nc(C(C)NC(=O)c2cc(COc3ccc(C)c(C)c3)on2)c(C)s1 (stereo not given)	-20.0	6.1	-0.9%	-2.6%	/	-10.8	-3.7%	19.1	1.9	10.3%	-9.1%
CCN1C(=O)c2cccc3c(S(=O)(=O)NC(Cc4ccccc4)C(=O)O)ccc1c23 (stereo not given)	4.0	7.5	-0.8%	2.4%	1.2%	18.0	5.5%	0.6	7.6	-1.6%	23.1%
CCn1cc(C(=O)OC)c(=O)c2cc(S(=O)(=O)N(C)C3CCCCC3)ccc21	7.7	2.1	0.1%	0.5%	3.2%	7.1	-1.6%	1.1	8.1	3.3%	-14.1%
CCOC(=O)c1cnc(SC)nc1Oc1cccc(NC(=O)c2cccc(Cl)c2Cl)c1	-1.7	-12.0	0.0%	1.0%	0.2%	4.3	-1.2%	5.1	0.8	71.1%[activator]	1.2%
CN(C)S(=O)(=O)c1cc(NC(=O)[C@H](Cc2ccccc2)N2C(=O)c3ccccc3C2=O)ccc1Cl	-0.9	69.0	-0.2%	2.2%	9.8%	-7.7	1.3%	-0.7	-2.9	0.5%	-14.7%
O=C(OCC(=O)N1CCCC1=O)c1ccc(Cl)cc1[N+](=O)[O-]	16.0	-5.0	0.0%	-0.3%	/	4.9	/	16.2	/	/	/
COc1ccc(C(=O)CSc2nnc(CN3CCCC3)n2-c2ccc(F)cc2)c(OC)c1	-11.3	-11.3	-1.7%	1.3%	1.1%	14.5	0.1%	6.3	1.7	4.0%	-8.2%
CCC(C(=O)NCc1ccco1)N(C(=O)CNS(=O)(=O)c1ccc(F)cc1)c1ccccc1F (stereo not given)	1.7	-3.7	-0.3%	0.5%	/	9.5	0.3%	0.4	0.5	-3.8%	2.9%
Cc1ccc(OCc2cc(C(=O)N3CCN(C)C[C@@H]3c3ccccc3)no2)cc1C	-3.7	0.9	-0.2%	-6.8%	-1.0%	-8.1	1.2%	?	-0.3	4.0%	-10.8%
CN1/C(=C\C(=O)COC(=O)c2nccnc2N)C(C)(C)c2ccccc21	3.3	6.0	0.0%	-0.1%	/	1.0	/	?	/	/	/
CN(Cc1nccs1)C(=O)CC1C(=O)NCCN1Cc1ccc(-c2ccccc2)cc1 (stereo not given)	-1.4	2.1	0.9%	-0.5%	3.1%	-2.0	-0.1%	2.7	-16.6	9.6%	/
O=C(CSc1ccc(C(F)(F)F)cc1[N+](=O)[O-])N1CCOCC1	1.5	-6.8	-0.2%	0.2%	-2.2%	5.1	4.4%	?	-0.6	-5.0%	20.6%
COc1ccc(NC(=O)C(=O)NCCN2CCN(C(=O)c3ccco3)CC2)cc1	4.4	5.3	0.2%	0.0%	3.2%	-22.3	11.4%	2.8	-0.9	5.3%	5.9%
CC(C)NC(=O)c1ccc2c3n(nc2c1)-c1ccccc1CO3	?	0.2	-0.4%	5.5%	-15.1%	0.4	8.3%	6.1	0.6	3.8%	/
O=C(Nc1ccc2c3c(cccc13)CC2)c1cccc([N+](=O)[O-])c1	13.0	-2.2	-0.2%	1.1%	-5.9%	-1.4	-1.5%	?	3.2	10.5%	?
CCCn1cc(CN2CCC(C(=O)Nc3cccc(-c4cscn4)c3)CC2)c(C)n1	-3.4	23.5	-0.3%	0.4%	/	-0.1	-3.7%	-6.1	-0.2	8.8%	-16.8%
C=CCNC(=O)NC(=O)COC(=O)c1nc2nccc(C)n2n1	22.0	10.8	0.0%	-0.6%	-3.0%	4.6	14.9%	0.4	0.7	3.1%	-4.2%
Cc1nnc2ccc(-c3ccc(NS(=O)(=O)c4ccc(F)cc4F)cc3)nn12	7.4	-3.7	0.4%	-1.6%	/	-4.4	/	-4.2	/	/	/
CCCCc1ccc(NS(=O)(=O)c2cccs2)cc1	6.5	2.2	0.1%	-0.3%	13.4%	4.8	-0.9%	?	-2.3	-7.2%	5.1%
COc1ccc(N2C(=O)NC3CC2(C)Oc2ccccc23)cc1OC (stereo not given)	-8.9	-2.6	-0.9%	6.4%	-4.3%	-5.5	-1.3%	/	0.0	-4.1%	/
Cc1ccc(C)c(NC(=O)CSc2nnc(CNC(=O)c3ccco3)o2)c1	5.0	8.6	0.0%	-0.7%	/	-21.7	-0.1%	0.2	/	-3.3%	/
Cc1ccc(NS(=O)(=O)c2ccccc2F)cc1S(=O)(=O)N1CCCCC1	3.5	-29.9	0.4%	-0.5%	/	13.8	/	11.7	/	/	/
N#Cc1nc(-c2ccco2)oc1NCCc1ccccc1	-1.7	-8.2	-0.2%	3.1%	5.4%	7.3	1.8%	?	0.9	1.5%	28.2%
c1ccc(-n2nnnc2-c2cnc(-c3cccnc3)nc2-c2cccs2)cc1	14.5	5.2	-0.6%	-1.8%	0.4%	-9.6	-0.1%	3.1	-0.4	-1.3%	21.0%
CCOC(=O)c1cc2c(=O)n3cccc(C)c3nc2n(C)c1=N	/	/	0.1%	-9.8%	10.6%	/	4.7%	-2.2	4.3	?	3.3%
Cc1ccc(S(=O)(=O)NCCOc2nc(N(C)C)nc(N3CCOCC3)n2)cc1	2.8	5.5	0.5%	-2.0%	?	-20.2	0.1%	-3.8	0.7	1.1%	?
CN(Cc1ccccc1)C(=O)COC(=O)C1=NNC(=O)CC1	-10.2	-33.6	-0.6%	-4.4%	11.2%	1.5	0.1%	-6.2	-4.4	1.1%	6.8%
C=COCCn1c(=N)n(CCC)c2ccccc21	-9.2	-11.9	-1.1%	-0.3%	-1.9%	-19.8	1.1%	1.5	1.5	-4.9%	-12.9%
Cc1cccc(N=C2NC(=O)S/C2=C\c2ccco2)c1	-13.7	22.4	0.0%	1.9%	2.2%	/	-1.5%	11.7	-0.6	2.4%	?
CCOc1cc(CNc2ccc3[nH]c(=O)[nH]c3c2)ccc1OCC(=O)NC(C)(C)C	5.5	-2.2	0.1%	-0.7%	11.9%	3.1	0.6%	4.1	-33.2*	25.4%	-22.5%
C/C(=N\OC(=O)c1ccc(Br)cc1)c1ccccn1	-15.9	0.4	-0.2%	0.9%	0.3%	5.8	5.4%	3.2	1.4	-12.1%	-8.8%
COc1ccc(CCNC(=O)c2nnn(CC(=O)Nc3ccc(C)cc3C)c2N)cc1OC	5.0	1.8	0.3%	1.4%	/	-2.9	-4.9%	-4.6	-2.7	50.2%[activator]	9.9%
CCCc1nnc(NC(=O)C(=O)NCCN(C)C)s1	1.9	-8.9	0.5%	1.9%	-2.4%	18.6	5.2%	-0.4	3.8	-4.5%	/
CCN(C[C@H]1N[C@@](C)(C(=O)OC)[C@H]2C(=O)N(Cc3ccccc3)C(=O)[C@@H]12)C(=O)Nc1ccc(C)cc1	7.6	9.2	-0.8%	2.1%	/	-9.7	/	/	/	/	/
COC(=O)c1ccc2c(c1O)C(=O)c1ccccc1C2=O	?	12.1	-0.2%	2.5%	-9.8%	6.6	0.0%	-0.3	-44.5*	-2.6%	-12.1%
CN(c1ccccc1)S(=O)(=O)c1cccc(C(=O)Nc2cccc(C(=O)NC3CC3)c2)c1	-9.7	-7.3	0.4%	-1.2%	/	-18.6	/	?	/	/	/
COc1cc(S(=O)(=O)Nc2ccccc2C)ccc1NC(=O)c1ccncc1	9.2	-1.8	0.1%	3.6%	-10.5%	12.8	4.9%	-1.8	2.4	6.4%	-2.3%
O=C(Cc1csc(-c2ccccc2)n1)NCC(=O)Nc1ccc(F)c(F)c1F	8.1	-2.1	-0.4%	-0.2%	/	8.9	/	/	/	/	/
